NSD2 inh: inhibitors of human NSD2, primary screen, biochemical, plate reader, single point; Histone-lysine N-methyltransferase NSD2 (Homo sapiens), O96028; NSD2-SET H3K36me1 DELFIA fluorescence; inhibition, % at 12.5 µM; hit rate 0.07% among 44,000; in the data active = inhibition above about 54%, passing the limit was not always enough; inconclusive = no clear call, values can overlap the other calls;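 also: inhibitors reduce the monomethyl H3K36 fluorescence signal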
Target sequence (O96028 whole entry, looked up): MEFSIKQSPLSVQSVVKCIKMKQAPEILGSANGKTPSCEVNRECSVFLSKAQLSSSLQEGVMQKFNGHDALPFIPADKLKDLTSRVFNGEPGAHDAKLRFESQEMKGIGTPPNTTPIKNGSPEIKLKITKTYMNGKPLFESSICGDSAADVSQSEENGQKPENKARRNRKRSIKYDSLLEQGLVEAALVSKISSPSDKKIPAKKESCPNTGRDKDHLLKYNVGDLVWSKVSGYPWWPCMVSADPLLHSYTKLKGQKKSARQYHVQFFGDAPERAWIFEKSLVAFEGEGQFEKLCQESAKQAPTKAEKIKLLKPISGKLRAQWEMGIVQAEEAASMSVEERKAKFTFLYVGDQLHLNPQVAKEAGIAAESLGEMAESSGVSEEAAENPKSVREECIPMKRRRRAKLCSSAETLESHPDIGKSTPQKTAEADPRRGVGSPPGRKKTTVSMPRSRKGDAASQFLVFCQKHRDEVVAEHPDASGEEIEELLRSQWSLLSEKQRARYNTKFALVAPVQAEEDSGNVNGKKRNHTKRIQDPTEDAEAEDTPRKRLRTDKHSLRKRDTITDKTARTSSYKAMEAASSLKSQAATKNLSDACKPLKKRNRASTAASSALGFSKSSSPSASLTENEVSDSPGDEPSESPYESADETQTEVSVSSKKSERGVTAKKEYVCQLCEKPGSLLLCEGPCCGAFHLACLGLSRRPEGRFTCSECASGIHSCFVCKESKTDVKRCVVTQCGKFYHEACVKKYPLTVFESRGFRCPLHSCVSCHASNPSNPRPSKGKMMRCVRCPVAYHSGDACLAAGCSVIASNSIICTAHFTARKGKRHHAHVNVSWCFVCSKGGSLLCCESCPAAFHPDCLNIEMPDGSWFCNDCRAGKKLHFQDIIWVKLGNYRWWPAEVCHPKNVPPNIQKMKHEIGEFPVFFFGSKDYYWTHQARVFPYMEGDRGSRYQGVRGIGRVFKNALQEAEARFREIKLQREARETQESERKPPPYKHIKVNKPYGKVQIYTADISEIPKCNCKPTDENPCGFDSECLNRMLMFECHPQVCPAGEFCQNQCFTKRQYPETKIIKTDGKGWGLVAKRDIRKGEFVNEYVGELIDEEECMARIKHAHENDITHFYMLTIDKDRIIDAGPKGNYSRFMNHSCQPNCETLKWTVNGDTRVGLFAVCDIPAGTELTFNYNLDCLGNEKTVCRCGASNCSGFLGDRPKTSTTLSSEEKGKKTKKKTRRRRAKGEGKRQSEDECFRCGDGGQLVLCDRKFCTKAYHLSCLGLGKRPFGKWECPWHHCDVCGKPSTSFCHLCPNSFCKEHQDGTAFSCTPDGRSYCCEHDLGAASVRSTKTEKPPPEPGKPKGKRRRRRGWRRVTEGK
* marks the source's active call; other numbers are inactive results; i = inactive; ? = inconclusive. Some of the compounds tested. The share of hits here may be higher or lower than overall.

Molecule,NSD2 inh
COCC#Cc1ccc2c(c1)O[C@@H](CN(C)S(=O)(=O)c1ccc(F)cc1)[C@H](C)CN([C@H](C)CO)S2(=O)=O,-5
CCCC#Cc1ccc2c(c1)O[C@@H](CN(C)C)[C@@H](C)CN([C@@H](C)CO)S2(=O)=O,-3
CCCC1=C(C(=O)OCC)C(c2ccccc2Cl)C(C#N)=C(SC)N1 (stereo not given),-3
O=C(C[C@H]1C=C[C@H](NC(=O)C2CC2)[C@H](CO)O1)NC1CCC1,6
C[C@H]1CN([C@@H](C)CO)C(=O)c2cc(-c3cccc(F)c3)cnc2O[C@@H]1CN(C)C(=O)Nc1cc(F)ccc1F,0
COc1ccc(CN(C)C[C@H]2OCCCC[C@H](C)Oc3ccc(NC(=O)Nc4ccc5c(c4)OCO5)cc3C(=O)N([C@@H](C)CO)C[C@@H]2C)cc1,3
CCOC(=O)N(C)C[C@H]1OCc2ccccc2-c2c(n(C)c3ccccc23)C(=O)N([C@@H](C)CO)C[C@H]1C,-5
Cc1noc(C)c1NC(=O)Nc1ccc2c(c1)CC(=O)N([C@H](C)CO)C[C@H](C)[C@@H](CN(C)S(=O)(=O)c1ccc(F)cc1)O2,7
C[C@H](NC(=O)C[C@@H]1C[C@@H]2c3cc(NC(=O)C4CCOCC4)ccc3O[C@@H]2[C@@H](CO)O1)c1ccccc1,4
C[C@@H]1CN([C@H](C)CO)C(=O)CCCn2nncc2CO[C@H]1CN(C)C(=O)c1ccccc1,1
COc1ccc(S(=O)(=O)N(C)C[C@H]2Oc3ccc(NC(=O)Nc4cccc5ccccc45)cc3C(=O)N([C@H](C)CO)C[C@@H]2C)cc1,-13
CC(C)NC(=O)N(C)C[C@H]1Oc2ccc(NC(=O)Nc3ccccc3)cc2C(=O)N([C@H](C)CO)C[C@H]1C,-2
C[C@@H]1CCCCO[C@@H](CN(C)S(=O)(=O)c2ccccc2)[C@@H](C)CN([C@@H](C)CO)C(=O)c2cc(N(C)C)ccc2O1,2
CC(C)NC(=O)N(C)C[C@@H]1Oc2ncc(C#Cc3ccccc3F)cc2C(=O)N([C@H](C)CO)C[C@@H]1C,4
CC(C)CC#Cc1ccc2c(c1)O[C@H](CN(C)C(=O)Nc1ccccc1)[C@H](C)CN([C@H](C)CO)S2(=O)=O,1
C[C@@H]1CN([C@H](C)CO)C(=O)c2cc(NC(=O)Nc3ccc(F)cc3)ccc2O[C@@H]1CN(C)S(=O)(=O)c1ccc(F)cc1,-3
C[C@H]1CN([C@@H](C)CO)C(=O)c2cc(C#Cc3ccccc3)cnc2O[C@H]1CN(C)C(=O)CN(C)C,-6
COC(=O)Cc1c(C)nc2nc(-c3ccco3)[nH]n2c1=O,7
Cc1noc(C)c1NC(=O)N(C)C[C@@H]1Oc2ccc(NS(=O)(=O)c3ccccc3)cc2CC(=O)N([C@@H](C)CO)C[C@@H]1C,-4
O=C(C[C@H]1C[C@H]2c3cc(NC(=O)Nc4ccc(C(F)(F)F)cc4)ccc3O[C@H]2[C@H](CO)O1)NCCc1ccccc1,1
COc1ccc(CCN2C(=O)[C@@]3(Cc4ccccc42)c2ccccc2C(=O)N(C2CCCCC2)[C@H]3c2ccc(CO)cc2)cc1,14
C[C@@H]1CCCCO[C@H](CN(C)S(=O)(=O)c2ccc(Cl)cc2)[C@H](C)CN([C@@H](C)CO)C(=O)c2cc(NC(=O)CCCN(C)C)ccc2O1,5
C[C@H](CO)N1C[C@H](C)[C@@H](CN(C)Cc2ccc(C(F)(F)F)cc2)Oc2ccc(NC(=O)Nc3ccc(C(F)(F)F)cc3)cc2CC1=O,-16
COc1ccccc1CN(C)C[C@H]1OCc2cnnn2CCCC(=O)N([C@@H](C)CO)C[C@@H]1C,2
C[C@H](CO)N1C[C@H](C)[C@H](CN(C)C(=O)Nc2ccc(F)cc2)Oc2ccc(NC(=O)Cc3cn(C)c4ccccc34)cc2CC1=O,1
C[C@H]1CN([C@@H](C)CO)C(=O)c2cc(-c3cccc(C(=O)N(C)C)c3)cnc2O[C@H]1CN(C)C,0
C[C@@H]1CN([C@@H](C)CO)C(=O)c2cc(NS(=O)(=O)c3ccc(F)cc3)ccc2O[C@@H](C)CCCCO[C@@H]1CN(C)S(=O)(=O)c1ccc(Cl)cc1,-6
CCCCCCC/C=N/NC(=O)CCCCCCC(=O)Nc1ccccc1O,-3
Cc1noc(C)c1NC(=O)N(C)C[C@@H]1Oc2c(NC(=O)C3CCCCC3)cccc2C(=O)N([C@H](C)CO)C[C@H]1C,-2
C[C@@H]1CN([C@@H](C)CO)C(=O)c2cc(NC(=O)Cc3ccccc3)ccc2O[C@@H](C)CCCCO[C@@H]1CN(C)C,-2
O=C(C[C@H]1CC[C@@H](NC(=O)Nc2ccc3c(c2)OCO3)[C@H](CO)O1)NCc1ccc(Cl)cc1,6
COc1cccc(-c2cnc3c(c2)C(=O)N([C@H](C)CO)C[C@H](C)[C@H](CN(C)C(=O)Nc2ccc(F)cc2)O3)c1,-3
C[C@H](NC(=O)C[C@@H]1C[C@@H]2c3cc(NS(=O)(=O)c4ccc(F)cc4)ccc3O[C@@H]2[C@@H](CO)O1)c1ccccc1,4
COc1ccc(S(=O)(=O)N(C)C[C@H]2Oc3ccc(NC(=O)Nc4ccc5c(c4)OCO5)cc3CC(=O)N([C@@H](C)CO)C[C@H]2C)cc1,-4
C[C@@H]1CN([C@H](C)CO)C(=O)c2cc(NC(=O)Nc3ccc4c(c3)OCO4)ccc2O[C@@H]1CN(C)Cc1ccncc1,4
CCCNC(=O)N[C@@H]1CC[C@H](CC(=O)NC2CCC2)O[C@@H]1CO,9
C[C@H]1CN([C@@H](C)CO)C(=O)c2cc(NC(=O)CCC(F)(F)F)ccc2O[C@@H]1CN(C)C(=O)Nc1ccccc1,2
C[C@@H]1CN([C@@H](C)CO)C(=O)c2cc(-c3ccc(F)cc3)cnc2O[C@@H]1CN(C)C(=O)c1cccnc1,-5
C[C@H]1CN([C@@H](C)CO)C(=O)c2cccc(NC(=O)C3CCCCC3)c2O[C@H]1CN(C)Cc1ccc2c(c1)OCO2,3
C[C@H]1CCCCO[C@@H](CN(C)C(=O)NC2CCCCC2)[C@@H](C)CN([C@@H](C)CO)C(=O)c2cc(NC(=O)c3ccccc3)ccc2O1,-1
CCC(=O)N(C)C[C@H]1Oc2ncc(-c3ccccc3OC)cc2C(=O)N([C@H](C)CO)C[C@@H]1C,21
C[C@@H]1CCCCO[C@@H](CN(C)Cc2ccc(C(F)(F)F)cc2)[C@@H](C)CN([C@H](C)CO)C(=O)c2cc(NS(=O)(=O)c3ccccc3)ccc2O1,-3
C[C@H](CO)N1C[C@H](C)[C@H](CN(C)Cc2ccccc2)Oc2ncc(/C=C/c3ccccc3)cc2C1=O,2
COc1ccc(NC(=O)N(C)C[C@@H]2Oc3ccc(NC(=O)Nc4ccc(C(F)(F)F)cc4)cc3CC(=O)N([C@@H](C)CO)C[C@@H]2C)cc1,-10
C[C@@H]1CN([C@@H](C)CO)C(=O)Cc2cc(NC(=O)Nc3ccc(C(F)(F)F)cc3)ccc2O[C@@H]1CN(C)Cc1ccc(-c2ccccc2)cc1,-6

Individual results from the results shown.
In NSD2 inh, `C[C@H](NC(=O)C[C@@H]1C[C@@H]2c3cc(NS(=O)(=O)c4ccc(F)cc4)ccc3O[C@@H]2[C@@H](CO)O1)c1ccccc1` reads 4
In NSD2 inh, `C[C@H]1CCCCO[C@@H](CN(C)C(=O)NC2CCCCC2)[C@@H](C)CN([C@@H](C)CO)C(=O)c2cc(NC(=O)c3ccccc3)ccc2O1` reads -1

Carrying on:
| molecule | NSD2 inh |
| --- | --- |
| C[C@@H]1CN([C@H](C)CO)S(=O)(=O)c2ccc(C#Cc3cccnc3)cc2O[C@H]1CN(C)C(=O)CN(C)C | 1 |
| C[C@H]1CN([C@@H](C)CO)S(=O)(=O)c2ccc(-c3cccc(F)c3)cc2O[C@@H]1CN(C)C | 8 |
| C[C@H]1CN([C@@H](C)CO)C(=O)Cc2cc(NC(=O)NC3CCCCC3)ccc2O[C@H]1CN(C)C(=O)Nc1ccc2c(c1)OCO2 | -2 |
| COc1ccc(S(=O)(=O)Nc2ccc3c(c2)C(=O)N([C@@H](C)CO)C[C@H](C)[C@@H](CN(C)C(=O)C2CCCCC2)OCCCC[C@@H](C)O3)cc1 | -4 |
| C[C@H]1CN([C@@H](C)CO)C(=O)c2cc(NC(=O)Nc3ccccc3)ccc2O[C@@H]1CN(C)S(=O)(=O)c1ccccc1 | 3 |
| COCC(=O)Nc1ccc2c(c1)[C@H]1C[C@H](CC(=O)NCc3ccncc3)O[C@H](CO)[C@H]1O2 | -6 |
| C/C=C/c1cnc2c(c1)C(=O)N([C@@H](C)CO)C[C@H](C)[C@H](CN(C)C(=O)NC1CCCC1)O2 | -1 |
| OCc1cc2ncnc(Nc3ccc(O)c(Br)c3)c2cc1CO | 5 |
| CC(C)C#Cc1ccc2c(c1)O[C@H](CN(C)Cc1ccccn1)[C@H](C)CN([C@@H](C)CO)S2(=O)=O | -12 |
| C[C@@H]1CN([C@H](C)CO)C(=O)c2cc(NC(=O)CCCCCC(=O)Nc3ccccc3N)ccc2O[C@H]1CN(C)Cc1ccc(-c2ccccc2)cc1 | 5 |
| COc1ccc(NC(=O)Nc2ccc3c(c2)C(=O)N([C@@H](C)CO)C[C@@H](C)[C@H](CN(C)C(=O)Nc2ccc(C(F)(F)F)cc2)OCCCC[C@@H](C)O3)cc1 | -1 |
| C[C@H](CO)N1C[C@H](C)[C@@H](CN(C)CC2CC2)Oc2cc(-c3cccc(C#N)c3)ccc2S1(=O)=O | 4 |

Retrieved one by one from the list above:
| molecule | NSD2 inh |
| --- | --- |
| CC(C)C#Cc1ccc2c(c1)O[C@H](CN(C)Cc1ccccn1)[C@H](C)CN([C@@H](C)CO)S2(=O)=O | -12 |
| COc1ccc(S(=O)(=O)Nc2ccc3c(c2)C(=O)N([C@@H](C)CO)C[C@H](C)[C@@H](CN(C)C(=O)C2CCCCC2)OCCCC[C@@H](C)O3)cc1 | -4 |
| OCc1cc2ncnc(Nc3ccc(O)c(Br)c3)c2cc1CO | 5 |
| COc1ccc(NC(=O)Nc2ccc3c(c2)C(=O)N([C@@H](C)CO)C[C@@H](C)[C@H](CN(C)C(=O)Nc2ccc(C(F)(F)F)cc2)OCCCC[C@@H](C)O3)cc1 | -1 |

(next part)
| molecule | NSD2 inh |
| --- | --- |
| Cc1noc(C)c1NC(=O)Nc1ccc2c(c1)C(=O)N([C@@H](C)CO)C[C@@H](C)[C@@H](CN(C)C(=O)Nc1ccccc1)OCCCC[C@@H](C)O2 | 1 |
| C[C@H]1CN([C@@H](C)CO)C(=O)c2cc(C#Cc3ccc(F)cc3)cnc2O[C@@H]1CN(C)CC1CCOCC1 | 1 |
| C[C@H](CO)N1C[C@H](C)[C@H](CN(C)Cc2ccccc2)Oc2c(NC(=O)c3ccncc3)cccc2C1=O | i |
| CCCC#Cc1cnc2c(c1)C(=O)N([C@H](C)CO)C[C@H](C)[C@@H](CN(C)C(=O)NC1CCCC1)O2 | -7 |
| COc1ccc(NC(=O)Nc2ccc3c(c2)C(=O)N([C@@H](C)CO)C[C@@H](C)[C@@H](CN(C)C(=O)C2CCCCC2)OCCCC[C@H](C)O3)cc1 | 0 |
| Cc1ccc(S(=O)(=O)N(C)C[C@@H]2Oc3ccc(NC(=O)c4ccncc4)cc3C(=O)N([C@@H](C)CO)C[C@@H]2C)cc1 | -6 |
| C[C@H](CO)N1C[C@H](C)[C@@H](CN(C)S(=O)(=O)c2cn(C)cn2)OCCCC[C@H](C)Oc2ccc(NC(=O)CCCCCC(=O)Nc3ccccc3N)cc2C1=O | 0 |
| C[C@H](CO)N1C[C@H](C)[C@H](CN(C)Cc2ccccc2F)Oc2ncc(C#CCN(C)C)cc2C1=O | -4 |
| Cc1noc(C)c1NC(=O)Nc1ccc2c(c1)C(=O)N([C@@H](C)CO)C[C@@H](C)[C@@H](CN(C)S(=O)(=O)c1ccc(Cl)cc1)O2 | -1 |
| CCC(=O)N(C)C[C@H]1Oc2cc(-c3ccccc3)ccc2S(=O)(=O)N([C@H](C)CO)C[C@H]1C | 6 |
| C[C@H]1CN([C@@H](C)CO)C(=O)Cc2cc(NC(=O)Nc3ccccc3)ccc2O[C@@H]1CN(C)S(=O)(=O)c1cccs1 | -5 |
| CCCC#Cc1ccc2c(c1)O[C@@H](CN(C)Cc1ccccc1)[C@H](C)CN([C@H](C)CO)S2(=O)=O | 0 |
| COc1ccc(-c2oc3cc(OC)ccc3c2C(=O)c2ccc(C#N)cc2)cc1 | 3 |
| O=C(CCCCC(=O)N/N=C/c1c(O)ccc2ccccc12)NO | -1 |
| C[C@H]1CN([C@@H](C)CO)C(=O)CCCn2cc(nn2)CO[C@@H]1CN(C)C(=O)Nc1cccc(C(F)(F)F)c1 | -8 |
| C[C@@H]1CN([C@@H](C)CO)C(=O)c2cc(NC(=O)Cc3ccccc3)ccc2O[C@H]1CN(C)C(=O)Nc1ccc(F)cc1 | 3 |
| O=C(C1=C[C@@H](c2ccccc2)C[C@@H](OCCCCO)O1)N1CCOCC1 | -5 |
| C[C@H]1CN([C@@H](C)CO)C(=O)c2cccc(NC(=O)Nc3cccc4ccccc34)c2O[C@@H]1CN(C)C(=O)Nc1ccccc1 | 2 |
| CC(C)c1ccc(OCc2ccc(C(=O)N(C)C)o2)cc1 | -4 |
| Cc1ccc(S(=O)(=O)N(C)C[C@H]2OCCCC[C@H](C)Oc3ccc(NC(=O)c4ccncc4)cc3C(=O)N([C@H](C)CO)C[C@@H]2C)cc1 | -2 |
| O=C(C1=C[C@@H](C2CC2)C[C@@H](OCCCCO)O1)N1CCN(Cc2ccc3c(c2)OCO3)CC1 | -4 |
| C=C1[C@H]2CC[C@]3(O)[C@@](CC[C@@H]4[C@](C)(C(=O)O)CCC[C@]43C)(C2)[C@H]1OC(=O)/C(C)=C\C | -1 |
| C[C@@H]1CN([C@@H](C)CO)S(=O)(=O)c2ccc(C#CCN(C)C)cc2O[C@H]1CN(C)Cc1ccccc1F | 2 |
| C[C@@H]1CCCCO[C@@H](CN(C)C(=O)CCC(F)(F)F)[C@H](C)CN([C@H](C)CO)C(=O)c2cc(NS(=O)(=O)c3cccs3)ccc2O1 | ? |

Assay outcomes: PubChem BioAssay, Broad Institute
